BH1578 lux ind = induces V. cholerae light production without autoinducers; V. cholerae BH1578 lux reporter, luminescence, 6 h; activation, % at 18.7 µM; 0.16% of 350,000 active; AID 588436; in the data active means activation mostly above about 9.7%, no sharp cut-off; further: not every result past the cut was called active; inactives centre near 0; reference of the scale not given here
DUSP3 inh = DUSP3 (human) phosphatase inhibition. recombinant VHR phosphatase, pNPP absorbance. inhibition, % at 13.3 µM. 0.52% of 290,000 active; in the data active means inhibition above about 50%; further: some compounds called inactive have numbers as strong as hits
CCHFV vOTU inh = blocks the CCHF virus ovarian tumor domain protease | CCHFV vOTU protease, Pep-AMC fluorescence | inhibition, % at 11.5 µM | 0.55% of 370,000 active | AID 651958; in the data active means inhibition above about 30%; further: 0% = vehicle wells with enzyme and 100% = no enzyme wells
BoNT-A LC inh2 = blocks Botulinum neurotoxin A light chain protease; multiplex microsphere protease substrate cleavage, flow cytometry; inhibition, % at 10 µM; 0.17% of 360,000 active; AID 588499; further: plate controls were buffer without enzyme for full effect and enzyme alone for no effect
PriA SSB inh = blocks PriA binding to SSB C-terminal tail | AlphaScreen SSBct-PriA binding, biotinylated peptide | inhibition, % at 33 µM | 0.6% of 430,000 active | AID 1272365; in the data active means inhibition mostly above about 37%, no sharp cut-off; inactive means mostly below about 20%;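 further: plate controls were negative control peptide for no effect and reference peptide for full effect; strong numbers were not always called active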
TcdB inh = blocks C. difficile toxin B glycohydrolase activity. P18177. TcdB glycohydrolase enzymatic assay, plate reader. inhibition, % at 9.99 µM. 0.24% of 350,000 active; in the data active means inhibition above about 10%
Target sequence (P18177 whole entry, looked up): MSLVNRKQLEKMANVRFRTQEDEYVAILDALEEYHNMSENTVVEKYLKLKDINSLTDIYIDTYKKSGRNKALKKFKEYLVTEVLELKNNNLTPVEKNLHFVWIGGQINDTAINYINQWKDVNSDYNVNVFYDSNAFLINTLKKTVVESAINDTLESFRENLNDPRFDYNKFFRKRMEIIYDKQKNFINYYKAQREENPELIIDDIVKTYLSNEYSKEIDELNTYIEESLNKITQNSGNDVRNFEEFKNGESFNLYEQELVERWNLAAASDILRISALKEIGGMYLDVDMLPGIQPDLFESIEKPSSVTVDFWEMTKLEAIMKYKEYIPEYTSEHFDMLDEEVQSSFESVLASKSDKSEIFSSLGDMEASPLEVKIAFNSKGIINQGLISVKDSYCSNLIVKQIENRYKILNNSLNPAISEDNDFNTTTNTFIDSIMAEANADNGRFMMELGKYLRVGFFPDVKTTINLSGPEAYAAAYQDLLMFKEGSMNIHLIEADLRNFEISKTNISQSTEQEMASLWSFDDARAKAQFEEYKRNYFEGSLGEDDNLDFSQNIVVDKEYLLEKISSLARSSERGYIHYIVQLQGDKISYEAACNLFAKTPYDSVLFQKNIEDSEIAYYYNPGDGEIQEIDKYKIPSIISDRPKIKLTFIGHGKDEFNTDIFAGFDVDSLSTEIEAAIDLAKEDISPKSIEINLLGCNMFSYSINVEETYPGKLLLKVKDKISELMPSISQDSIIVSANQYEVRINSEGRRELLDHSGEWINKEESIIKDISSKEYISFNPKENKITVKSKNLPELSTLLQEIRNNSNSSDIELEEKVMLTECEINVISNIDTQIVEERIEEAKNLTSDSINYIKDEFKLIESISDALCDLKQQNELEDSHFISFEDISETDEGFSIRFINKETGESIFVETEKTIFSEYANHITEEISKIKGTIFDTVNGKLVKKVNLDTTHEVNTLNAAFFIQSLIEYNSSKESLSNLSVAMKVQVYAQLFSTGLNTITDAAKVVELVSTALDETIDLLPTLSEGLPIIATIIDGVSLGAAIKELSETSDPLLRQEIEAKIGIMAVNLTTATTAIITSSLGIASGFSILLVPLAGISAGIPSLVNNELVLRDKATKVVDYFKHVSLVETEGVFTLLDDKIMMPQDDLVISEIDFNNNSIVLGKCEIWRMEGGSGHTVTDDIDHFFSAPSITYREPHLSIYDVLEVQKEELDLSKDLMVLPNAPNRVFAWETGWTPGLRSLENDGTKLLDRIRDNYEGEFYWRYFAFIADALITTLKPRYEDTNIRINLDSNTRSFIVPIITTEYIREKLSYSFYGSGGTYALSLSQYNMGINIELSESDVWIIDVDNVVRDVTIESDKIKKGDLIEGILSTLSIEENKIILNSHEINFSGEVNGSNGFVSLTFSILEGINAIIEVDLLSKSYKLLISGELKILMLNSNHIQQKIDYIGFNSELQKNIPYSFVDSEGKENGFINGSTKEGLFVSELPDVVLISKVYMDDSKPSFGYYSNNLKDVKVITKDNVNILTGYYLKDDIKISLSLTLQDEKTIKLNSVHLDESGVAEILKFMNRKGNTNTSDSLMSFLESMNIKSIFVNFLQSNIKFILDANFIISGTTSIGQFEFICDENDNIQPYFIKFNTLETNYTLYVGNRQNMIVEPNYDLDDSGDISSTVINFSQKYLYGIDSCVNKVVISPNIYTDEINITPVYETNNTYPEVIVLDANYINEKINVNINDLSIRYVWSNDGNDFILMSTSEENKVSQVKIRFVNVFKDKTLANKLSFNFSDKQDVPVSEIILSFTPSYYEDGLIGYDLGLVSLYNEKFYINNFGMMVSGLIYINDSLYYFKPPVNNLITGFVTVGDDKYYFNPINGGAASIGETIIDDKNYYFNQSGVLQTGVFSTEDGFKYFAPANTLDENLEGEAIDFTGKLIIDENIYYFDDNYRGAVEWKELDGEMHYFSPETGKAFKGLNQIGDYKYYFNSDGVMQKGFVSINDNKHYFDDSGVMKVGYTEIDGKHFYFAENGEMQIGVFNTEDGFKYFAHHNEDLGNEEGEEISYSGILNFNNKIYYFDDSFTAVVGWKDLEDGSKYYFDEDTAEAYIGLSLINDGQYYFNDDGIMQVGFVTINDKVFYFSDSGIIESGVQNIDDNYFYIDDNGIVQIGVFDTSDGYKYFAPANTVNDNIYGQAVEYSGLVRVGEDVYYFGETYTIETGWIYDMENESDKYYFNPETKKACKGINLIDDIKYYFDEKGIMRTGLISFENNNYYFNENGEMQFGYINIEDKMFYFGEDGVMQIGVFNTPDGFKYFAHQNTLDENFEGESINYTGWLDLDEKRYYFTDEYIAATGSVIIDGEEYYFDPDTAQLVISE
Yp Topo-I inh = inhibitors of Yersinia pestis topoisomerase I; Y. pestis Topo-I cleavage product accumulation, plate reader; activity, % at 10 µM; 0.064% of 360,000 active; AID 504884; in the data active means activity above about 50%, passing the limit was not always enough; further: inactives centre near 2
Anthrax LF inh2 = anthrax lethal factor protease inhibition; P15917; multiplex microsphere protease cleavage assay, LF; inhibition, % at 10 µM; 0.12% of 360,000 active; AID 588501; further: plate controls were buffer without enzyme for full effect and enzyme alone for no effect
3CLpro inhibitor = SARS-CoV 3CLpro protease inhibition; P0C6X7; recombinant SARS-CoV 3CLpro, quenched FRET peptide cleavage; inhibition, % at 6 µM; 0.14% of 290,000 active; AID 1706; in the data active means inhibition above about 12%
PfHsp40 yeast = compounds rescuing yeast from Plasmodium falciparum HSP40 toxicity. S. cerevisiae expressing PfHsp40, growth rescue, ATP luminescence. growth rescue, % at 12.5 µM. 0.68% of 340,000 active. AID 504582; in the data active means growth rescue above about 28%, passing the limit was not always enough;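 further: yeast W303a lacking pdr1 and pdr3 grown in galactose medium; growth measured after three days at 30 °C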
An asterisk follows results filed as active; i = inactive; nt = no result given. Unless noted, no stated cut-off is given here; in the data, active means inhibition above about 30%; inconclusive means no clear call, values can overlap the other calls; inactive means below that. The list is partial; the hit share may differ from the screen's.

SMILES	BH1578 lux ind	DUSP3 inh	CCHFV vOTU inh	BoNT-A LC inh2	PriA SSB inh	TcdB inh	Yp Topo-I inh	Anthrax LF inh2	3CLpro inhibitor	PfHsp40 yeast
CCOC(CNC(=O)C(=O)Nc1cc2c3c(c1)CCN3C(=O)CC2)OCC	i	-13	-4	0.0	1	0.3	-10	-1	-6	-1.1
COc1cccc(CNC(=O)COC(=O)c2nc(Cl)c(Cl)c(Cl)c2Cl)c1	i	nt	14	nt	0	0.9	29	nt	nt	-2.0
COc1ccc(CCNC(=O)CSc2nc3ccccc3o2)cc1	-1.4	15	10	0.1	-19	nt	-4	-6	-2	1.4
COc1nc(NCCc2ccc(OC)c(OC)c2)nc(OC)n1	i	-7	5	1.9	-9	nt	-4	0	2	0.8
N#C/C(=C(/O)CN1CCOCC1)c1nc(-c2ccccc2)cs1	11	19	-6	1.1	nt	nt	2	-3	5	0.0
CCc1nc(SCc2ccc(OC)c(Br)c2)n[nH]1	-0.5	21	3	-11	-2	0.1	9	4	2	-0.1
Cc1cccn2c(=O)c3cc(C(=O)NC4CCCC4)c(=N)n(C4CCCC4)c3nc12	1.3	-9	-103	7.7	1	nt	2	7	-4	-0.1
COc1cc(CNCc2cccs2)ccc1OCC(=O)NC(C)(C)C	1.7	33	-8	2.0	-3	nt	-4	3	3	0.3
COC(=O)c1sc(NC(=O)/C=C/c2ccccc2Cl)nc1C	-1.8	27	14	-0.4	0	1.5	-5	-3	-3	-0.7
CN(C)C(=O)CSc1nc2ccccc2n1CC(=O)N1CCN(c2ccccc2)CC1	i	17	3	0.4	-6	nt	-8	-10	1	0.3
Cc1ccc(-c2csc(NC(=O)CSc3nc4ccccc4o3)n2)cc1	-0.2	-8	2	-0.2	2	nt	-5	-1	0	-0.5
COc1ccc(NC(=O)C[C@H]2C(=O)N(CCc3ccccc3)C[C@@H]2CSC)cc1	-0.4	nt	6	-0.1	nt	0.6	9	5	nt	nt
COc1ccc(CN(CC(=O)NC2CCCC2)C(=O)CCC(=O)Nc2nc(C)cs2)cc1	-0.3	27	-1	-0.5	0	0.4	17	0	-4	-0.9
C=CCS(=O)(=O)N1CCCC(N2CCN(c3ccccc3OC)CC2)C1 (stereo not given)	-0.3	1	-4	0.1	-18	0.4	0	-5	3	-1.9
CCn1cc(C(=O)OCC(=O)c2ccccc2)c(=O)c2ccc(C)nc21	-1.1	12	-9	0.8	5	1.1	8	1	2	-0.5
O=C(O/N=C(\c1ccccc1)c1ccncc1)c1ccccc1F	i	23	-4	-0.8	nt	0.3	12	-2	1	13
CC1(c2ccccc2)NC(=O)N(CC(=O)N2CCc3ccccc32)C1=O (stereo not given)	-0.4	nt	4	-0.3	nt	-0.1	-8	-3	nt	nt
O=C(CSc1nnc(NC(=O)c2ccc(F)cc2)s1)NC1CCCC1	-0.5	19	1	0.2	3	1.1	5	5	-3	1.1
COC(=O)c1sccc1NC(=S)Nc1cc(C)cc(C)c1	-0.2	17	18	0.3	-4	1.2	4	-3	-5	-0.2
COCCCNC(=S)Nc1ccccc1C	-0.2	-4	0	0.4	3	-1.3	-7	0	7	-0.4
COc1ccc(NC(=O)C2CC(=O)OC23CCCCC3)cc1 (stereo not given)	-0.4	20	-15	-1.8	-19	nt	4	-10	-3	-1.1
COc1ccc(-c2c(C#N)c(N)nc3c2c(=O)n(C)c(=O)n3C)cc1Cl	-5.6	nt	1	-0.6	-2	nt	-2	2	-3	-0.5
Cc1ccc(OCC(=O)Nc2cc(C)on2)c([N+](=O)[O-])n1	1.1	26	-7	-0.3	4	-0.4	0	-3	-1	-0.6
CC(=O)Nc1cc(C(=O)NCc2ccco2)ccc1Sc1ccc(C)cc1	-0.3	4	0	-0.3	-4	nt	-5	-1	4	-1.3
COc1ccc(OC(C)C(=O)Nc2cccc(F)c2)cc1 (stereo not given)	i	4	0	-0.9	-27	0.9	4	0	-1	-0.1
O=c1[nH]c(-c2ccccc2)nn1-c1ccc(Br)cc1Br	i	5	-8	1.0	-12	-0.7	2	-8	3	35*
CCOC(=O)C1=C(CNCCOc2ccc(OC)cc2)NC(=O)NC1c1ccc2c(c1)OCO2 (stereo not given)	0.9	5	-1	0.4	8	-0.5	8	-6	-1	-0.7
N#CCSc1nc2ccccc2c(=O)n1CCC(=O)NC1CCCCC1	-0.2	19	-7	-6.9	-4	nt	-1	1	3	0.9
Cc1cc(C(=O)CSc2ccc(F)cc2)cc(C)c1OC(=S)N(C)C	-5.9	12	7	0.5	-20	nt	-5	5	5	2.5
O=C(NCc1cccnc1)c1ccc(S(=O)(=O)N2CCCCCC2)cc1	-0.6	5	-15	-0.7	4	3.8	10	-3	2	-1.2
O=C1NC(=O)/C(=C/c2ccccc2OCc2ccccc2)S1	-0.2	3	21	-1.0	-6	0.6	15	1	4	1.6
Cc1c(Br)cc(C(=O)N2CCN(CCO)CC2)c(C)c1C	-6.7	-19	-3	-0.4	0	nt	11	-6	-2	-0.4
Cc1ccsc1C(=O)OCC(=O)c1ccc[nH]1	i	nt	3	-3.3	-8	0.6	1	-1	nt	-0.1
COc1ccc(N(CC(=O)N/N=C/c2cccc3c2OCCO3)S(=O)(=O)c2ccc(NC(C)=O)cc2)cc1	-0.5	16	10	-0.2	nt	nt	-5	1	6	0.1
CCCc1cc(=O)[nH]c(SCC(=O)N2c3ccccc3NC(=O)C2(C)C)n1	0.5	nt	9	nt	-6	-0.2	-1	nt	nt	2.4
CN(C)c1ccc(/C=N/NC(=O)c2nnn(-c3nonc3N)c2CN2CCCCCC2)cc1	-0.2	nt	-1	0.1	nt	1.0	28	-14	nt	-0.1
COc1cccc(CSc2nc3nc(C)cc(C)n3n2)c1	2.6	nt	-12	-3.7	-3	0.8	7	-5	1	0.4
Cn1cnnc1Sc1ccc(/C=C(\CC(=O)O)c2nc3ccccc3s2)cc1[N+](=O)[O-]	i	16	-1	0.2	7	0.7	6	-13	0	0.4
Cc1nc2ccc(C(=O)NCCCn3ccnc3)cn2c1N(C)C(=O)CCc1ccccc1	-0.5	nt	-10	-0.2	nt	0.2	-1	-4	nt	nt
CC(C)(C)SCCNC(=O)COc1ccccc1	7.1	2	-17	0.0	-3	nt	3	2	2	-0.5
COCc1c(C(=O)OCC(=O)c2ccc[nH]2)oc2ccccc12	i	nt	11	-0.4	-5	0.6	0	-5	nt	-0.8
CCOc1ccc(NC(=O)Nc2cc(C)ccc2OC)cc1	1.9	9	-9	1.6	-3	nt	-1	-1	-1	0.4
COc1ccc(NC(=O)O[C@@H](C)[C@@H]2CN3CCc4c([nH]c5ccc(-c6ccc(OC)cc6)cc45)[C@@H]3C[C@@H]2N(C)C(=O)Nc2ccc(OC)cc2)cc1	-0.4	nt	2	-1.0	nt	-0.4	11	1	nt	nt
Cc1ccc(S(=O)(=O)NCCOc2nc(N(C)C)nc(N(C)C)n2)cc1	-0.1	-7	13	0.0	9	1.2	22	-3	3	-0.6
Cc1cc(C(=O)N2CCN(c3ccc([N+](=O)[O-])cc3)CC2)c(C)o1	i	11	29	2.3	-7	-0.2	18	-5	0	-2.8
CC(C)OC(=O)c1cc(NC(=O)c2nn(C)cc2Br)cc(C(=O)OC(C)C)c1	-0.2	1	-4	-0.5	-7	nt	0	-1	1	0.0
CC(C)c1ccc(C(=O)OCC(=O)c2c(N)n(C)c(=O)n(C)c2=O)cc1	-3.2	nt	1	-0.4	-7	1.0	-3	-7	nt	1.1
CCCC1=Nc2cc(C(=O)NCCCOCC)ccc2Sc2ccccc21	i	36	20	0.4	-2	nt	32	2	7	0.2
CCOC(=O)CSc1c(-c2ccccc2)c2cc(Cl)ccc2[nH]c1=O	i	24	0	-1.0	4	3.5	25	-3	-1	3.6
CS/C(=N\S(=O)(=O)c1cccs1)Nc1ccc(Cl)cc1	-0.3	26	5	-0.3	nt	1.8	8	0	6	0.0
O=C(COc1ccc(Cl)cc1)NCc1nnc(SCC(=O)NCCc2ccccc2)o1	-0.1	18	2	1.1	-6	nt	9	1	4	1.4
CC(O)Cc1cn(CC(=O)N2CCNCC2)nn1 (stereo not given)	i	0	-7	-0.1	0	0.2	0	-3	nt	-2.1
C=C(C)C(C)(C#CCN1CCCC1)OC(C)=O (stereo not given)	0.1	10	-6	2.5	4	nt	0	1	-2	0.6
CCc1nnc(NC(=O)c2ccc(NC(=O)C(C)C)cc2)s1	nt	21	5	-0.4	-18	0.4	2	-6	-1	0.8
S=C1NCN(CCc2ccccc2)CN1Cc1ccccc1	-0.3	-22	-5	0.1	-10	1.1	10	3	-2	1.4
CCCCC1=CC2=C(c3ccco3)C(=O)C(C)(OC(=O)c3ccc(OC)cc3)C(=O)C2=CN1C(CO)CO (stereo not given)	i	4	10	0.6	0	-0.4	-10	1	nt	-2.0
COc1ccc(CCNC(=O)CSc2nc3c(sc(=S)n3-c3ccccc3)c(=O)[nH]2)cc1OC	-0.3	nt	11	0.1	nt	0.6	3	-7	nt	nt
O=C(COC(=O)Cc1ccccc1F)Nc1cc(S(=O)(=O)N2CCOCC2)ccc1N1CCCC1	-0.2	-2	0	-1.4	4	-0.8	30	-1	0	2.4
COc1cccc(O)c1CN1CCC(C(=O)Nc2ccc(Oc3cccnc3)cc2)CC1	0.3	10	-2	1.4	27	-0.5	-3	9	1	-0.5
CCN1CCN(S(=O)(=O)c2ccc(Cl)c(C(=O)Nc3ccc(C(=O)N(CC)CC)cc3)c2)CC1	i	-7	-11	0.9	5	1.8	12	0	4	-0.3
Remaining list, next part
SMILES	BH1578 lux ind	DUSP3 inh	CCHFV vOTU inh	BoNT-A LC inh2	PriA SSB inh	TcdB inh	Yp Topo-I inh	Anthrax LF inh2	3CLpro inhibitor	PfHsp40 yeast
CCCn1c(=O)n(C)c(=O)c2c(SCC(=O)NCC(c3ccccc3)N(C)C)nc(CC(C)C)nc21 (stereo not given)	-0.4	2	4	-0.4	-1	0.5	10	-2	5	-0.1
CN(C)/C=C/c1oc2ccc(O)cc2c1[N+](=O)[O-]	-1.0	-7	8	-0.5	-6	4.1	-21	-1	4	nt
Cc1cc2nc(-c3ccc(F)cc3)c(Cc3ccccc3)n2c(C)c1Br	nt	nt	5	1.6	nt	0.5	nt	3	nt	nt
CC(=O)N=C1SC2CS(=O)(=O)CC2N1Cc1ccc(C)cc1 (stereo not given)	i	-3	-2	0.0	-11	0.9	2	-4	1	nt
O=C(NNC(=S)Nc1ccccc1)c1ccncc1	-3.4	20	1	-0.5	6	nt	-3	0	3	-0.9
COc1cc2cc(C)c3nnc(SCC(=O)Nc4cc(C)on4)n3c2cc1OC	i	8	-6	-0.5	-19	0.3	5	-2	2	-0.1
COc1cccc(C(=O)CC(C(=O)O)c2ccc(F)cc2)c1 (stereo not given)	-0.5	12	-6	0.0	-12	-7.5	-4	-1	7	-0.2
CCOC(=O)c1c(C)nn(-c2ccc(NC(=O)c3c(C)noc3C)cc2)c1C	-0.9	-2	-12	-0.4	1	0.5	10	18	-1	0.6

Entries of single compounds, quoted from the list. Order of screens: BH1578 lux ind | DUSP3 inh | CCHFV vOTU inh | BoNT-A LC inh2 | PriA SSB inh | TcdB inh | Yp Topo-I inh | Anthrax LF inh2 | 3CLpro inhibitor | PfHsp40 yeast
N#CCSc1nc2ccccc2c(=O)n1CCC(=O)NC1CCCCC1 is listed with -0.2 | 19 | -7 | -6.9 | -4 | nt | -1 | 1 | 3 | 0.9
CCOC(=O)CSc1c(-c2ccccc2)c2cc(Cl)ccc2[nH]c1=O is listed with i | 24 | 0 | -1.0 | 4 | 3.5 | 25 | -3 | -1 | 3.6
CCc1nc(SCc2ccc(OC)c(Br)c2)n[nH]1 is listed with -0.5 | 21 | 3 | -11 | -2 | 0.1 | 9 | 4 | 2 | -0.1
CCCC1=Nc2cc(C(=O)NCCCOCC)ccc2Sc2ccccc21 is listed with i | 36 | 20 | 0.4 | -2 | nt | 32 | 2 | 7 | 0.2
O=C(NNC(=S)Nc1ccccc1)c1ccncc1 is listed with -3.4 | 20 | 1 | -0.5 | 6 | nt | -3 | 0 | 3 | -0.9

Screens from PubChem.
